Compound activity from PubChem.
TDP1 block = TDP1 (human) enzyme inhibition. Potency, µM (series often up to 130 µM), for the others: at the highest dose activity change, negative = inhibition, usual class: inhibitors. AID 485290. actives 0.28% (n = 350,000). recombinant TDP1, AlphaScreen DNA substrate cleavage. Q9NUW8; also: nearly all actives have a fitted effect of over 40% in size
Target sequence (Q9NUW8 whole entry, looked up): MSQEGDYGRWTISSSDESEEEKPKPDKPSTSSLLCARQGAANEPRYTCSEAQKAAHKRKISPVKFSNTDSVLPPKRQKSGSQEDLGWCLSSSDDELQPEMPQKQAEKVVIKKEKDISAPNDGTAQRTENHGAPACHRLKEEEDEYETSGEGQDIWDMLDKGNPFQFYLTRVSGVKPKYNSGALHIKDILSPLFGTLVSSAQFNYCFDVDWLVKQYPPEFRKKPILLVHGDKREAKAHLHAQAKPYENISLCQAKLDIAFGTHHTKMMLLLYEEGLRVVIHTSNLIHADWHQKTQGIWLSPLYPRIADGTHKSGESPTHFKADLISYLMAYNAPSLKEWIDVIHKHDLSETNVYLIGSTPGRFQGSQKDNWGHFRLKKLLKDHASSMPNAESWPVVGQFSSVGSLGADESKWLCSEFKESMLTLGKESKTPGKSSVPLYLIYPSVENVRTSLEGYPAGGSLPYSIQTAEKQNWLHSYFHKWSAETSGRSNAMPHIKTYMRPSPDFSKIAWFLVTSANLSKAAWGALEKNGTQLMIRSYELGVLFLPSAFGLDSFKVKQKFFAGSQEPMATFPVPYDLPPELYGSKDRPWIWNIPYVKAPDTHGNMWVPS
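Enzyme-compound mixtures sat 15 min at room temperature, followed by a 5 min reaction with 15 nM final substrate and 10 min with AlphaScreen beads. Recombinant human Tdp1 was used at 1 nM final.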
TDP1 cell CPT = DT40-hTDP1 cell growth loss with CPT; chicken DT40 Tdp1-/-;hTDP1 cells + 20 nM CPT, ATP luminescence, 48 h; AID 686979; actives 12% (n = 420,000); Potency, µM (titrated, usually from 46.2 µM), inactives show top-dose activity change, negative = growth inhibition, usual class: inhibitors; also: nearly all actives have a fitted effect of over 55% in size
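Chicken DT40 Tdp1-/- cells complemented with human TDP1, 400 cells/well, exposed to compounds plus 20 nM camptothecin for at least 48 h at 37 C; viability read as ATP content by CellTiter-Glo luminescence.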
DT40 TDP1 no CPT = qHTS for Inhibitors of human tyrosyl-DNA phosphodiesterase 1 (TDP1): qHTS in cells in absence of CPT. AID 686978, 2013. Potency, µM (series often up to 46.2 µM), without a hit: top-dose activity change, negative = growth inhibition, usual class: inhibitors. DT40 Tdp1-/- hTDP1 cells, no CPT, ATP luminescence, 48 h. actives 15% (n = 420,000); also: nearly all actives have a fitted effect of over 55% in size
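Chicken DT40 Tdp1-/- cells complemented with human TDP1, screened without camptothecin (DMSO vehicle only), 400 cells/well. Compounds pin-transferred, cells incubated at 37 °C for at least 48 hr. Growth read as ATP-dependent luminescence (CellTiter-Glo, 30 min at RT).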
The depositor's hits bear a star; ? = inconclusive; / = no result given; & = joins results of further samples; [ ] = remark or other dose. Calls follow the shape of the dose curve; as a rule, active = well fitted curve in the direction sought with a large enough effect; inconclusive = small, poorly fitted or top-dose-only effect, or another doubt; inactive = no such curve, though single readings can be large; an effect the other way counts as inactive or inconclusive. % is scaled to controls: 0 for no effect and ±100 for the full control effect; potency is read from the fitted curve at half-maximal effect.

SMILES | TDP1 block | TDP1 cell CPT | DT40 TDP1 no CPT
CCN(CC)CCOC(=O)c1ccc(N/C=C(/C#N)c2nc(-c3cc4ccccc4oc3=O)cs2)cc1 | / | 1.2µM* | 2.3µM*
CCc1ccc2ncc3c(-c4ccc(C)cc4)nn(CC(=O)Nc4ccc(C)cc4)c3c2c1 | 6% | -15% | 1%
O=C(Nc1cccc(C(F)(F)F)c1)Nc1ccc2nc([C@@H]3O[C@H](CO)[C@@H](O)[C@H](O)[C@H]3O)[nH]c2c1 | / | 10% | 6%
COc1ccc(Cn2nnnc2C(c2ccccc2Cl)N2CCC(C(N)=O)CC2)cc1 (stereo not given) | 0% | -8% | -14%
Cc1cccc2c(C(O)c3cn(C)c4ccccc34)c[nH]c12 (stereo not given) | / | 11µM* | 16µM*
O=C(Nc1nccs1)c1nc[nH]c1C(=O)NCc1ccccc1 | -8% | 12% | 0%
COc1ccc(OC)c(NC=C2C(=O)OC3(CCCCC3)OC2=O)c1 | -2% | -8% | -3%
O=C(NCCO)C(O)C(O)C(=O)NCCO (stereo not given) | 0% | 20% | -8%
CCN(CC(=O)Nc1c(F)cccc1F)C(=O)c1cc(S(=O)(=O)N(CC)CC)ccc1N1CCCCC1 | 2% | ? | ?
CCCN(c1ccc(C(C)C)cc1)S(=O)(=O)c1c(C)[nH]c(=O)[nH]c1=O | 0% | 3% | -9%
O=C(Nc1ccc2[nH]ccc2c1)c1ccc(F)cc1 | 5% | -18% | ?
Cn1cccc1C(=O)OCC(=O)NCc1ccc2c(c1)OCO2 | -2%[56.1 µM] | -4% | -4%
O=C(OCc1nnc(-c2ccccc2)o1)C1CC(=O)N(Cc2ccco2)C1 (stereo not given) | 3% | -18% | -17%
O=C(O)c1ccc(-n2nc(C(F)(F)F)c3c2CCCC3)cc1 | -5%&0% | 4%&1% | 14%&-4%
Cc1nc(SCC(=O)Nc2c(C)n(C)n(-c3ccccc3)c2=O)[nH]c(=O)c1C | / | 14% | -1%
CCCCN1CC(COCc2ccccc2)Oc2cccc(N3CCCC3)c2S1(=O)=O (stereo not given) | / | ? | 16µM*
O=C(CN1Cc2ccccc2OC(c2ccsc2)C1)N1CCC(c2nc3ccccc3[nH]2)CC1 (stereo not given) | / | 4%[9.04 µM] | ?
CC(C)(C)NC(=O)c1cnn(-c2ccccc2)c1NC(=O)c1ccccc1 | 2% | -10% | 1%
C/[N+]([O-])=C\C1C(=O)CC(C)(C)CC1=O | -7% | 1% | -13%
O=c1nc(NC2CCCC2)ccn1Cc1cccc(Br)c1 | 8% | ? | -29%
Nc1ncnc2c1ncn2[C@@H]1O[C@H](CNCC#Cc2ccccc2)[C@@H](O)[C@H]1O | 0% | ? | ?
CCCCn1c(SCC(=O)Nc2cc(C)on2)nc2cc(S(N)(=O)=O)ccc21 | / | -14% | -4%
COc1cc(CN2CCNC(=O)C2CC(=O)N(Cc2nccn2C)C(C)C)cc(OC)c1 (stereo not given) | / | -3% | -1%
Cc1ccc(C)c(C(=O)COC(=O)Cn2c(C)csc2=O)c1 | 4% | 1% | 10%
NC(=O)[C@H](Cc1cc2ccccc2s1)NC(=O)[C@@H]1CC2(CC(c3cccc(NC(=O)[C@@H]4CCC(=O)N4)c3)=NO2)CN1C(=O)/C=C/Sc1ccccc1 (stereo not given in full) | 5% | -7% | -14%
The list continues.
SMILES | TDP1 block | TDP1 cell CPT | DT40 TDP1 no CPT
COc1cccc(COC(=O)c2sc3nc4n(c(=O)c3c2C)CCC4)c1OC | -10% | -11% | ?
CCOc1ccccc1C1C(C#N)=C(N)Oc2cc(C)n(C)c(=O)c21 (stereo not given) | 3% | 1% | -13%
CC(C)C(=O)Nc1ccc(NC(=O)c2cccnc2)cn1 | -1% | 7% | 9%
C=C1C(C(=O)N2CCOCC2)C1C(=O)N1CCOCC1 (stereo not given) | 0% | -16% | -10%
O=C(CCCCCn1c(=O)[nH]c2ccccc2c1=O)N1CCN(c2cccc(C(F)(F)F)c2)CC1 | 3% | 0.58µM* | 0.58µM*
CCOc1ccc2nc(NCCNC(=O)C(C)(C)C)c(C)cc2c1 | 7% | -4% | 3%
COc1cccc(NC(=O)COC(=O)/C=C/c2ccc(Cl)cc2Cl)c1 | 3% | 8% | -1%
Cc1ccc(SCCC(=O)N2CCC(C(N)=O)CC2)cc1 | 1% | -23% | 2%
CS(=O)(=O)N1CCC(C(=O)Nc2ccc(F)cc2)CC1 | / | 2% | 3%
CC(Oc1ccc2oc3ccccc3c2c1)C(=O)NC12CC3CC(CC(C3)C1)C2 (stereo not given) | 0% | 16µM* | 29µM*
CN(C)C(=O)CSc1nnc(-c2cnccn2)n1C | 2% | 9% | -6%
NCCCSC1=NCCCN1 | 5% | -3% | -10%
COc1ccccc1C(=O)Nc1ccccn1 | -8% | -14% | -12%
Cc1cc(/C=N/NC(=O)c2cccc(N(C)C)c2)c(C)n1-c1cc(C(=O)O)cc(C(=O)O)c1 | / | 31%[activator] | -9%
CCN(CC)c1ccc(/C=N\N2CCN(Cc3ccc(C)cc3)CC2)cc1 | 11% | 0% | ?
CCOc1ccc2nc(NCCNC(=O)C3CC3)c(C)cc2c1 | 1% | -15% | -28%
Cc1ccccc1CS(=O)(=O)Cc1ccc(C(=O)NCCCN2CCOCC2)o1 | -3% | 4% | -16%
CCOc1ccc(C(=O)Nc2ccc3c(c2)OCCO3)cc1OC | 4% | ? | -8%
CCN1CCN(S(=O)(=O)c2ccc(S(=O)(=O)NC3CC3)cc2)CC1 | / | -1% | 10%
COc1ccc(N2CCN(C(=O)c3cc4c(s3)-c3ccccc3OC4)CC2)cc1 | 2% | -3%&6% | -20%&1%
COc1ccc(/C=C/c2nc(C#N)c(N3CCCCC3)o2)cc1OC | 12% | 23µM* | 16µM*
Cn1nc(C(=O)NNC(=O)Cc2ccc(S(=O)(=O)N3CCOCC3)s2)c2ccccc2c1=O | / | 9% | -12%
O=C(Nc1cccc(F)c1)N1CCC2(CC1)CCN(C(=O)c1cc(C(F)(F)F)cc(C(F)(F)F)c1)CC2 | / | -11% | ?
CCOC(=O)c1c(C)[nH]c(C(=O)COC(=O)C2=NNC(=O)CC2)c1C | -2% | -3% | -10%
CCc1c(C(=O)NNC(=S)NCCc2ccccc2)csc1C | -8% | ? | ?

12 entries out of the list, ordered by SMILES length, smallest number first:
SMILES | TDP1 block | TDP1 cell CPT | DT40 TDP1 no CPT
NCCCSC1=NCCCN1 | 5% | -3% | -10%
COc1ccccc1C(=O)Nc1ccccn1 | -8% | -14% | -12%
CN(C)C(=O)CSc1nnc(-c2cnccn2)n1C | 2% | 9% | -6%
CC(C)C(=O)Nc1ccc(NC(=O)c2cccnc2)cn1 | -1% | 7% | 9%
CCOc1ccc(C(=O)Nc2ccc3c(c2)OCCO3)cc1OC | 4% | ? | -8%
COc1ccc(/C=C/c2nc(C#N)c(N3CCCCC3)o2)cc1OC | 12% | 23µM* | 16µM*
COc1cccc(NC(=O)COC(=O)/C=C/c2ccc(Cl)cc2Cl)c1 | 3% | 8% | -1%
COc1cccc(COC(=O)c2sc3nc4n(c(=O)c3c2C)CCC4)c1OC | -10% | -11% | ?
COc1ccc(N2CCN(C(=O)c3cc4c(s3)-c3ccccc3OC4)CC2)cc1 | 2% | -3%&6% | -20%&1%
Cn1nc(C(=O)NNC(=O)Cc2ccc(S(=O)(=O)N3CCOCC3)s2)c2ccccc2c1=O | / | 9% | -12%
O=C(CCCCCn1c(=O)[nH]c2ccccc2c1=O)N1CCN(c2cccc(C(F)(F)F)c2)CC1 | 3% | 0.58µM* | 0.58µM*
Cc1cc(/C=N/NC(=O)c2cccc(N(C)C)c2)c(C)n1-c1cc(C(=O)O)cc(C(=O)O)c1 | / | 31%[activator] | -9%

The listing continues.
SMILES | TDP1 block | TDP1 cell CPT | DT40 TDP1 no CPT
O=S(=O)(Nc1c(F)cccc1F)c1ccc(Cl)nc1 | / | 6% | -2%
CCOc1ccccc1C(=O)NCC(=O)N1CCN(Cc2ccc3c(c2)OCO3)CC1 | 0% | 29µM* | ?
CCN1CCN(C(=O)Cn2nc(C)n3c(cc4c(OC)cccc43)c2=O)CC1 | 0% | -1% | -9%
CCCCc1ccc(NC(=S)NN2CCOCC2)cc1 | 1% | 1% | ?
CC1CCCN(c2ccc(C(=O)NCC3CCCO3)cn2)C1 (stereo not given) | -3% | -6% | -14%
O=C(Cc1ccccc1)NCC(=O)OCC(=O)c1cccc2ccccc12 | 1% | ? | -25%
O=C(NNC(=S)Nc1ccccc1)C1CCCCC1 | 10% | -7% | 3%
OC(c1ccccc1)c1nc(-c2cccs2)cs1 (stereo not given) | / | ? | -26%
COc1ccc(OC)c(NC(=O)COC(=O)CCC2CCCC2)c1 | -2%[56.1 µM] | 24% | -18%
Cc1cc(C)c(C)c(OC(=O)c2sc(Cl)nc2C)c1 | 0% | 7.3µM* | 8.2µM*
CCOc1ccc(NC(=O)CSc2nc(=O)[nH]c3c2CCC3)cc1 | -3% | ? | ?
COc1ccc(NC2CC(=O)N(c3cccc(C)c3)C2=O)cc1 (stereo not given) | 0% | -9% | -7%
Cc1cc(C=C2C(=O)c3ccccc3C2=O)c(C)n1C | 2% | -18% | ?
OCCC#Cc1ccc(N2C(c3ccsc3)=Cc3ccc(F)cc3C2c2c[nH]c3ccccc23)cc1 (stereo not given) | / | ? | ?
Cc1ccc(S(=O)(=O)N2CCN(C(=O)CCN3C(=O)c4ccccc4C3=O)CC2)cc1C | 4% | 1% | -16%
Cc1ccccc1C(=O)N/N=C1\SCC(=O)N1Cc1ccco1 | 6% | 6% | -5%
COc1cccc(N2CC(NC(=O)c3cccc(OC)c3OC)CC2=O)c1 (stereo not given) | -8% | 2% | -4%
Cn1c(-c2cnn(-c3ccccc3)c2N)n[nH]c1=S | 6% | -3% | -14%
Cc1noc(/C=C/N(C)C)c1S(=O)(=O)N1CCN(c2ccccc2)CC1 | 4% | -26% | ?
Cc1ccc(SCC(=O)NC(=O)c2ccc(S(=O)(=O)N(C)C)cc2)cc1C | -8% | -19% | ?
O=C(CCc1nc(-c2ccccc2F)no1)NC1CCN(Cc2ccccc2)CC1 | 8% | ? | ?
O=C(c1cccc(S(=O)(=O)Nc2ccccc2F)c1)N1CCN(c2ccccc2F)CC1 | 5% | -13% | ?
Cc1ccccc1C(=O)OCc1cc(=O)n2nc(C3CC3)sc2n1 | 10% | -14% | -24%
COc1ccc(CNC(=O)C(=O)NCC(c2cccs2)S(=O)(=O)c2ccc(F)cc2)cc1 (stereo not given) | -8% | ? | ?
Cc1c(NC(=O)Nc2c(Cl)cccc2Cl)c(=O)n(-c2ccccc2)n1C | 4% | -11% | -2%
Going on with the list:
SMILES | TDP1 block | TDP1 cell CPT | DT40 TDP1 no CPT
O=C(Nc1ccc(F)cc1)N[C@@H]1CC[C@@H](CCn2cc(-c3ccc(F)cc3)nn2)O[C@@H]1CO | / | ? | -4%
Cc1nc(NCCc2ccc(F)cc2)c2nnn(Cc3ccccc3)c2n1 | / | 0% | 0%
O=C(N/N=C/c1ccc(OCC(=O)N2CCOCC2)cc1)c1ccccc1Cl | -4% | 16% | -5%
Cc1ccc(S(=O)(=O)NCC(=O)OCC(=O)N(C)C2CCCCC2)cc1 | 0% | -1% | 1%
CCOc1ccc(C(CC(=O)O)NS(=O)(=O)c2ccc(C)cc2)cc1OC (stereo not given) | -2% | 21µM* | ?
C/C(=N/NC(=O)CSCc1ccc(Cl)cc1)c1cccc(NC(=O)c2ccccc2)c1 | 8% | -21% | -10%
O=C(NC1CCCCC1)C(c1ccc(F)cc1)N(CCN1CCOCC1)C(=O)c1ccc(-c2ccccc2)[nH]1 (stereo not given) | -3% | 1% | -28%
COc1ccc(N2C(=O)C3CCCN3C2c2cccc(OC)c2)cc1 (stereo not given) | 6% | 8% | 7%
COc1ccc(/C=C/C(=O)O)cc1S(=O)(=O)NCc1cccnc1 | / | 12% | 24%
COCCCn1c(C(=O)NC2CCCCC2C)cc2c(=O)n3cccc(C)c3nc21 (stereo not given) | 0% | 16µM* | 21µM*
CC(C)N1CCC(C)(C(=O)Nc2ccc(Cl)c(Cl)c2)C1 (stereo not given) | / | ? | ?
COc1ccc2c(c1)CC(C1(O)C(=O)N(C)c3ccccc31)C2=O (stereo not given) | 2% | ? | ?
CCOCCSc1n[nH]c(=O)n1CCc1ccccc1 | / | -10% | 2%
COc1ccc(S(=O)(=O)Nc2ccc3c(c2)COC3=O)cc1OC | 2% | -6% | -11%
NC(=O)N/N=C/c1cccc(C(F)(F)F)c1 | -1% | -10% | -8%
O=C(c1ccc(Cl)c(Cl)c1)N1CCOCC1 | -2% | -12% | 1%
COC(=O)c1cc2oc3ccccc3c2n1Cc1nc(-c2ccccc2C)oc1C | 2% | 3% | -3%

The order is random; 18% or so of the library scored in one or more.
